KCNQ2 block = KCNQ2 potassium channel inhibitors, primary screen, cell-based, CHO-K1, FluxOR thallium flux, B-score (AID 2156); O88943; 20 min; stronger effect = lower value; 310,000 tested, 1.1% active; B-score at 10 µM;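 active means fluorescence ratio B-score at most minus 3 library SDs, with starting brightness B-score within 2 library SDs, cut at about -5.5 in these data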
Kir21 block = inhibitors of mouse Kir2.1 inward-rectifier potassium channel. HEK293-Kir2.1, FluxOR thallium flux fluorescence; stronger effect = lower value. B-score at 10 µM. AID 1672. P35561. 310,000 tested, 0.85% active;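 active means fluorescence ratio B-score at or below minus 3 SD of library scores, with starting-brightness B-score within 2 SD, cut at about -4.2 in these data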;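 further: channel flux triggered by added potassium and thallium sulfate stimulus; B-score of peak minus minimum fluorescence over baseline after thallium stimulus; more negative B-score means stronger Kir2.1 block with less thallium influx; some compounds called inactive have numbers as strong as hits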
Target sequence (P35561 whole entry, looked up): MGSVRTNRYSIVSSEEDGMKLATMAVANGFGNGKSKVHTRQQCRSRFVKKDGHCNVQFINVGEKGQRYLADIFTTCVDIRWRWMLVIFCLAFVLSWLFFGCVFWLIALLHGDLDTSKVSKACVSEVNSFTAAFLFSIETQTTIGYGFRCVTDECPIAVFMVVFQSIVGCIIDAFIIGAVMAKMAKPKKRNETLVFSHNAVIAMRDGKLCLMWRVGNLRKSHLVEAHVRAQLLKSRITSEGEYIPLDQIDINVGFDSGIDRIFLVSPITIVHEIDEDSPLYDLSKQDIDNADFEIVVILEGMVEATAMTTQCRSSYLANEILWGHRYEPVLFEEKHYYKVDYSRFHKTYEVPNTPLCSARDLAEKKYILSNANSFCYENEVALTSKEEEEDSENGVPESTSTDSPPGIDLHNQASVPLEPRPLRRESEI
The depositor's hits bear a star; i = inactive; & = joins results of further samples.

Below each SMILES – KCNQ2 block, Kir21 block
> FC(F)(F)c1cnc(Oc2ccccc2-c2nnc(-c3ccc(Cl)cc3)o2)c(Cl)c1
→ i, 1.6
> CC(C)c1ccc(C2CC(=O)N3CN(C)CSC3=C2C#N)cc1 (stereo unspecified)
→ i, 0.86
> CCOc1ccc(OCC)c(NC(=O)c2ccc(CNc3c(N4CCOCC4)c(=O)c3=O)cc2)c1
→ i, -0.84
> CCOc1ccc(N(CC(=O)OC)S(=O)(=O)c2c(C)noc2C)cc1
→ i, -0.43
> Cc1cccc(Nc2ccc([N+](=O)[O-])cn2)c1
→ i, 0.03
> Cc1c(NC(=O)C2CC=CCC2C(=O)O)c(=O)n(-c2ccccc2)n1C (stereo unspecified)
→ i, 0.02
> O=C(CSc1nc(-c2ccccc2)nc2ccc(F)cc12)Nc1ccc(C(=O)O)cc1
→ i, -0.46
> CCN1C(=O)C2(C(C(=O)c3ccc(C)o3)=C(O)C(=O)N2CCCN(C)C)c2ccccc21 (stereo unspecified)
→ i, 0.07
> Brc1ccc(C2=CC(c3cccs3)n3ncnc3N2)cc1 (stereo unspecified)
→ i, -8.1
> N#CC1=C(N)Oc2cc(O)ccc2C1c1ccccc1 (stereo unspecified)
→ i, 1.3
> CCN1C(=O)/C(=C2/Sc3ccccc3N2CCCS(=O)(=O)O)SC1=S
→ i, -0.25&-0.37
> O=C(NCc1nnc(SCC(=O)N2CCC(Cc3ccccc3)CC2)o1)c1ccco1
→ i, -1.6
> NNC(=O)c1sccc1OCc1ccc(Cl)cc1
→ i, 0.37
> Cc1c(NC(=O)c2ccco2)c(=O)n(-c2ccccc2)n1C
→ i, -0.09
> CC(C)CNC(=O)NC(=O)COc1ncnc2sccc12
→ i, 0.48
> CC(=O)Nc1ccc(N=NN2CCOCC2)cc1
→ i, -0.08
> CC(=O)c1ccc(NC(=O)CCCCCn2nnc3ccccc3c2=O)cc1
→ i, -0.1
> CCn1c(O)c(/C=C2\C=NN=C2c2ccccc2)sc1=S
→ i, 1.3
> Cc1cc(-c2ccc(C)c(S(=O)(=O)NCC3CCN(Cc4ccccc4F)CC3)c2)on1
→ i, -1.1
> CCOc1cc(/C=N/n2cnnc2)cc(Br)c1O
→ i, 0.42
> COc1ccc2ccc(=O)oc2c1CC=C(C)C
→ i, 0.02
> CCOc1ccc2c(c1)S/C(=C\c1cccs1)C(=O)N2
→ i, 1.8
> COC(=O)[C@@H]1C[C@@]2(O)[C@H](O)[C@H](O)[C@H](O)C[C@H]2N1Cc1ccccc1OS(=O)(=O)c1ccc(C)cc1
→ i, -0.88
> Cc1cc(C)cc(N(C(=O)Cc2cccs2)C(C(=O)NC2CCCCC2)c2ccccn2)c1 (stereo unspecified)
→ i, 0.05
> CCOc1ccc(CN2CCN(Cc3cn(CC)nc3C)CC2CCO)cc1 (stereo unspecified)
→ i, 1.7
> CC(=O)Nc1ccc(Nc2cc(N(C)C)c3nonc3c2[N+](=O)[O-])cc1
→ i, -0.54
> CC1CCCCN1Cc1nc2c(c(=O)n(C)c(=O)n2C)n1CCc1ccccc1 (stereo unspecified)
→ i, -0.07
> CCOC(=O)C(=CNc1cc(C)nn1C(C)(C)C)C(=O)OCC
→ i, -0.12
> Cc1ccc(Oc2ccc(/C=N/O)cn2)cc1
→ i, 0.29
> CCOC(=O)N1CCN(C(=O)CSCC(=O)Nc2nc(-c3ccc(C)cc3)cs2)CC1
→ i, -0.44

Brought forward from above: 7 compounds, then new ones.
Below each SMILES – KCNQ2 block, Kir21 block
> Cc1cc(C)cc(N(C(=O)Cc2cccs2)C(C(=O)NC2CCCCC2)c2ccccn2)c1 (stereo unspecified)
→ i, 0.05
> CCOc1ccc(CN2CCN(Cc3cn(CC)nc3C)CC2CCO)cc1 (stereo unspecified)
→ i, 1.7
> CC(=O)Nc1ccc(Nc2cc(N(C)C)c3nonc3c2[N+](=O)[O-])cc1
→ i, -0.54
> CC1CCCCN1Cc1nc2c(c(=O)n(C)c(=O)n2C)n1CCc1ccccc1 (stereo unspecified)
→ i, -0.07
> CCOC(=O)C(=CNc1cc(C)nn1C(C)(C)C)C(=O)OCC
→ i, -0.12
> Cc1ccc(Oc2ccc(/C=N/O)cn2)cc1
→ i, 0.29
> CCOC(=O)N1CCN(C(=O)CSCC(=O)Nc2nc(-c3ccc(C)cc3)cs2)CC1
→ i, -0.44
> COc1ccc(OC)c(N(C)S(=O)(=O)c2cc3c(cc2C)NC(=O)CO3)c1
→ i, 1.6
> COc1ccc(/C=C2\SC(=O)N(CCc3nnc(N)s3)C2=O)cc1
→ i, 1.5
> COC(=O)c1cn[nH]c1NC(=S)Nc1ccccc1C
→ i, 0.62
> COc1ccc(C(C)=O)cc1CN1C(=O)C(C)N(c2ccc(C)cc2)C1=O (stereo unspecified)
→ i, -0.07
> CCOc1ccccc1-c1cc(-c2ccccc2)nc2c1c(=O)n(C)c(=O)n2C
→ i, 0.7
> Cc1cnc(NC(=O)c2cc3c(C)nn(-c4ccccc4)c3s2)s1
→ i, -0.32
> Cc1ccc(C(=O)N2CCN(c3ccc(NC(=O)c4ccc(Br)o4)cc3)CC2)cc1
→ i, -0.79
> CC1C(=O)Nc2ccccc2N1C(=O)c1cccc(C(F)(F)F)c1 (stereo unspecified)
→ i, -0.78
> Cc1ccsc1/C=C1/NC(=O)N(Cc2ccc(F)cc2)C1=O
→ i, 0.79
> Cc1onc(-c2ccc(Cl)cc2)c1-c1ccnc(SCC(=O)Nc2ccc(C(C)C)cc2)n1
→ -5.6*, -2.1
> COc1ccc(CCNC(=O)Nc2ccc3c(c2)OCO3)cc1OC
→ i, 0.99
> Cc1ccccc1N=Cc1cccc(O)c1O
→ i, -0.57
> Cc1ccccc1C(=O)Nc1nnc(-c2ccco2)o1
→ i, 0.54
> O=C(COc1ccc2c3c(c(=O)oc2c1)CCCC3)NCC(O)c1ccccc1 (stereo unspecified)
→ i, -2.7
> O=C(NCc1ccccc1)/C(=C/c1ccccc1)NC(=O)c1ccco1
→ i, 0.24
> C=CC#CC1(O)CC(C)N(C)CC1C (stereo unspecified)
→ i, 0.04
> CCC1=NC(c2ccccc2OC)N(O)C1(C)C (stereo unspecified)
→ i, -0.29
> Cc1ccc2nc(Cl)c3nnnn3c2c1
→ i, -0.67
> Cc1cc(-n2cccn2)ccc1CN1CCN(CC(C)C)C(CCO)C1 (stereo unspecified)
→ i, 0.53
> Cc1ccc(NC(=O)C2CCN(S(=O)(=O)c3ccc4c(c3)OCCO4)CC2)c(O)c1
→ i, -0.93
> O=C1NC(c2ccccc2)Oc2ccccc21 (stereo unspecified)
→ i, 0.91
> CCc1cc2cc(C)cc(C)c2nc1SCC(=O)NNC(=O)c1ccco1
→ i, 1.2
> COCc1ccc(CN2CCCC(CO)(Cc3cccc(Cl)c3)C2)o1 (stereo unspecified)
→ i, 1.1
> CC(C(=O)Nc1ccccc1-c1ccccc1)N1CCOCC1 (stereo unspecified)
→ i, -0.93
> CC(C)NC(=O)/C(C#N)=C/c1cccc(NC(=O)c2ccccc2Cl)c1
→ i, -2.5
> O=C(O)c1ccc(Cl)c(S(=O)(=O)Nc2ccccc2C(=O)Nc2ccc(Cl)cc2)c1
→ i, -0.42
> CC(C)C(=O)NNC(=O)c1cc2sccc2s1
→ i, 0.22
> S=C(Nc1ccc(Br)cc1Cl)N1CCC2(CC1)OCCO2
→ i, 1.2
> N#Cc1cccc(NC(=O)CCNS(=O)(=O)c2ccc3[nH]c(=O)oc3c2)c1
→ i, -1.6
> COc1ccc(Cl)cc1NC(=O)NC(C)C(C)(C)C (stereo unspecified)
→ i, -1.9

(further entries)
Below each SMILES – KCNQ2 block, Kir21 block
> CC(=O)N1CCc2cc(S(=O)(=O)CCC(=O)NCc3ccco3)ccc21
→ i, -1.5
> COc1ccc(S(=O)(=O)NCc2cccnc2)cc1C(=O)Nc1ccccc1
→ i, 1.1
> CCN=C1SC(CC(=O)Nc2ccc3c(c2)OCO3)C(=O)N1CC (stereo unspecified)
→ i, -0.24
> CCOc1ccc(/C=N/n2cnnc2)cc1
→ i, 0.53
> C=CCC1NS(=O)(=O)OC2CCCCC12 (stereo unspecified)
→ i, 2.5
> COc1ccc(-c2c(C)oc3c(CN4CCN(CCO)CC4)c(O)ccc3c2=O)cc1OC
→ i, -1.2
> O=S(=O)(N=S(N1CCCCC1)N1CCCCC1)c1ccccc1
→ i, -0.37
> Cc1ccc2[nH]c(CNC(=O)c3ccc(F)cc3)cc2c1
→ i, 0.39
> NC(=O)CCN1CCCCC1
→ i, -1.5
> CCCCNc1cnn(-c2ccccc2)c(=O)c1Cl
→ i, 1.8
> Cn1c(=O)c(Sc2ccc(Cl)cc2)c(O)c2ccccc21
→ i, 0.14
> O=C(N=c1nc2ccccn2s1)c1ccccc1
→ i, -0.67
> O=C(Cn1cnc2cc(Cl)ccc2c1=O)Nc1ccc2c(c1)OCO2
→ i, 0
> Fc1ccc(C2NCCn3cccc32)cc1 (stereo unspecified)
→ i, -1.2
> Cc1oc2c(CN3CCOCC3)c(O)ccc2c(=O)c1-c1ccc(Cl)cc1
→ i, 0.94
> Cc1ccc(/C(N)=N/OC(=O)c2ccc(Cl)cc2Cl)cc1
→ i, -0.09
> CC(C)(C)SC(C(=O)N1CCOCC1)c1ccc(Br)cc1 (stereo unspecified)
→ i, 0.09
> CCn1c(CN(C)c2ccccc2)nc2ccccc21
→ i, -0.47
> COc1cc(NS(=O)(=O)c2ccc(F)cc2)c(OC)cc1NC(=O)C1CC1
→ i, -1.3
> CCOc1cccc2cc(-c3csc(NC(=O)CCC(=O)NCCCN4CCC(C)CC4)n3)c(=O)oc12
→ i, -0.08
> CCN(CC)S(=O)(=O)c1cc(NS(=O)(=O)c2ccccc2)ccc1C
→ i, -0.74
> CC1(c2nnc(-c3ccc(F)cc3)o2)CC(c2cccc(Cl)c2)=NO1 (stereo unspecified)
→ i, -1
> O=C(Nc1ccccc1)/C(=C\c1ccncc1)NC(=O)c1ccccc1
→ i, -0.75
> COc1ccccc1CCNC(=O)CSc1nc(=O)[nH]c2c1CCC2
→ i, 0.63
> O=C(C1CC1)N1CCC(c2nc(-c3ccc(S(=O)(=O)N4CCCC4)cc3)no2)CC1
→ i, 0.07
> COC(=O)C1=C(C(=O)OC)[C@@H]2Nc3ccccc3[C@@]23C[C@@H](C(=O)OC)N=C3N1
→ i, -0.04
> CCCn1nc2cc(C(=O)NCc3ccc(C)cc3)ccc2c1OCC
→ i, -0.47
> COc1ccc2nc(N3CCCCC3)c(/C=C3\SC(=S)NC3=O)cc2c1
→ i, 0.99
> CC(/C=C/c1ccco1)=N\NC(=O)COc1ccc(C)c(C)c1
→ i, -1.1
> CN(C)c1ccc(NC(=O)CSc2n[nH]c(-c3ccco3)n2)cc1
→ i, 1.7

More records
Below each SMILES – KCNQ2 block, Kir21 block
> FC(F)(F)c1nc2cc3nc4ccccc4[nH]c3cc2n1
→ i, 0.88
> O=C(CN1C(=O)NC2(CCCCCCC2)C1=O)N1CCc2ccccc2C1
→ i, -0.03
> CCOC(=O)N1CCC(N2Cc3cccc(C(=O)NC(C)c4ccc5c(c4)OCCO5)c3C2=O)CC1 (stereo unspecified)
→ i, -0.02
> O=C(O)c1ccc(Cl)c(S(=O)(=O)NCc2cccnc2)c1
→ i, -0.49
> CS(=O)(=O)c1ccc(C(=O)NC2CCOC2=O)cc1 (stereo unspecified)
→ i, 0.23
> CC(C)(C)c1ccc(/C=C2\Oc3cc(O)ccc3C2=O)cc1
→ i, 0.18
> Cc1ccccc1OCc1nc(-c2ccc(-n3cccc3)cc2)no1
→ i, -0.98
> CC(C)OC(=O)CN1CCN(C2c3ccccc3-c3ccccc32)CC1
→ i, -2.1
> Cc1cc(=O)oc2cc(OC(C)C(=O)NC3CCCC3)ccc12 (stereo unspecified)
→ i, -0.81
> O=C1CCCC2=C1C(c1ccc(Cl)cc1)n1c(s/c(=C\c3ccc4ccncc4c3)c1=O)=N2 (stereo unspecified)
→ i, 0.92
> Cc1ccc(NC(=O)CC2SC3=NCCN3C2=O)cc1 (stereo unspecified)
→ i, 0.34
> CCCCNC(=O)/C(=C/c1ccco1)NC(=O)c1ccco1
→ i, -0.01
> COc1cccc(C(O)c2cnc(C(C)C)n2C)c1 (stereo unspecified)
→ i, -0.79
> O=C(NCCc1ccccc1)c1ccc(NS(=O)(=O)c2ccc3[nH]c(=O)[nH]c3c2)cc1
→ i, 0.16
> COc1ccc(NC(=O)CN2CCN(c3ccc(F)cc3)CC2)cc1
→ i, -0.03
> O=C(c1ccc(S(=O)(=O)N2CCC(c3nc4ccccc4s3)CC2)cc1)N1CCOCC1
→ i, -0.2
> Cc1cccc(OCc2nnc(SCC(=O)Nc3ccc(N4CCOCC4)cc3)o2)c1
→ i, 2.3
> CCOc1ccc(N2C(=O)C3C4C=CC([C@H]5CC45)[C@@H]3C2=O)cc1 (stereo partly specified)
→ i, 0.64
> CC(C)(C)OC(=O)NCCc1nnc(SCc2ccccc2Cl)o1
→ i, -5.5*
> COc1ccc(-n2c(-c3cc(-c4ccccc4)sc3N)n[nH]c2=S)cc1
→ i, -0.68
> COc1cc(C2C(C(=O)c3cccs3)=C(O)C(=O)N2c2cc(C)on2)ccc1O (stereo unspecified)
→ i, 0.39
> Cc1cc(C)n(-c2ccc(NC(=O)C3CCCCN3C(=O)c3ccc(C)s3)cc2)n1 (stereo unspecified)
→ i, 1.8
> CCNC(=S)NNC(=O)c1ccc2ncccc2c1
→ i, -0.08
> Cc1ccc(CS(=O)(=O)c2ncn[nH]2)cc1
→ i, 0.03
> Nc1cccn2c(-c3ccc(Cl)cc3)cnc12
→ i, 0.11
> O=C1NC(=Nc2ccccc2)/C(=C/c2ccco2)S1
→ i, 0.46
> CCn1cc(C(=O)OCC(=O)NCc2ccc3c(c2)OCO3)c(=O)c2ccc(C)nc21
→ i, 0.02
> Cc1cccc(-n2ccnc2CN2CCC(CO)(Cc3ccccc3)CC2)c1
→ i, -0.48

From PubChem BioAssay
